PREPL inh – inhibitors of human prolyl oligopeptidase-like enzyme PREPL; Q4J6C6; recombinant PREPL, fluorescence polarization activity-based probe; inhibition, % at 5.96 µM; 320,000 compounds, 0.68% hits; AID 2751; in the data active means inhibition above about 43%;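 further: 0% = enzyme with DMSO and 100% = wells lacking enzyme; many of its hits are not listed in these tables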
Target sequence (Q4J6C6 whole entry, looked up): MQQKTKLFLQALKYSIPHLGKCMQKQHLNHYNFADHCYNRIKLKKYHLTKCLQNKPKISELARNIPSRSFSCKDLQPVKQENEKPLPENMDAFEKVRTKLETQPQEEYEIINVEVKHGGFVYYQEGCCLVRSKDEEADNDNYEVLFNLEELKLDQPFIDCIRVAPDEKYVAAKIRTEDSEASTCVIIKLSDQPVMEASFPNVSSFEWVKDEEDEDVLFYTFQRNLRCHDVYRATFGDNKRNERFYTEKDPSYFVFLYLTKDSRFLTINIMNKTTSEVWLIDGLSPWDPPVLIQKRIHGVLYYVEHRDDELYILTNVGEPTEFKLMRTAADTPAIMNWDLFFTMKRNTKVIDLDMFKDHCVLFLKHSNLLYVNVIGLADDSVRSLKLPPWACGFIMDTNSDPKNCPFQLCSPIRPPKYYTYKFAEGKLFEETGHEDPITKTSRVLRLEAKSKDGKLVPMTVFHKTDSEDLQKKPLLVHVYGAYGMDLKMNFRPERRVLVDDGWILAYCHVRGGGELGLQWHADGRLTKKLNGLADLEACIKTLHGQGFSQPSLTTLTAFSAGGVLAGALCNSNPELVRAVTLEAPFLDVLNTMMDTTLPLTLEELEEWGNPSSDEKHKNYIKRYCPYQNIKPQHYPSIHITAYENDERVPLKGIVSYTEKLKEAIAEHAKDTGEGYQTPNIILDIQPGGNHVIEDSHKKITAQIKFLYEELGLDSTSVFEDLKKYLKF
Efflux pump mplx – blocks antifungal efflux pumps in multiplex yeast assay. S. cerevisiae Candida pump triplex, Nile Red efflux. inhibition, % at 10 µM. 330,000 compounds, 0.44% hits;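 active means plate passing quality check with inhibition over a set limit, or well fluorescence over plate mean plus 4 SD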;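 further: Nile Red retained in pooled yeast measured as flow cytometry median fluorescence; 0% = buffer negative control and 100% = Enniatin B positive control; higher means more Nile Red kept so more efflux inhibition; some compounds called inactive have numbers as strong as hits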
HCV core dimer – blocks dimerization of HCV core protein. AID 1899. 300,000 compounds, 0.33% hits. inhibition, % at 5 µM. TR-FRET GST/Flag-core106 dimerization, 1536-well;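 active means inhibition above the mean of all tested compounds plus 3 SD, set per screening campaign, cut at about 45% in these data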
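test system = GST/Flag-tagged HCV core106 proteins | probe or stimulus = Eu donor and XL665 acceptor anti-tag antibodies | times = compound-protein-antibody incubation 4 h at 22.5 °C | signal = TR-FRET, excitation 340 nm, emission 617 and 671 nm | measure = percent inhibition of core106 dimerization signal | controls = wells lacking GST-core106 and wells with excess unlabelled core106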
PP5 primary – blocks human protein phosphatase 5 activity; P53041; purified PP5c, OMFP substrate fluorescence; inhibition, % at 6.7 µM; 320,000 compounds, 0.18% hits;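 active means inhibition above the campaign's mean inhibition across all tested compounds plus 3 SD, cut at about 9.5% in these data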;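 further: 0% = DMSO only and 100% = 100 µM cantharidin control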
TPT1 inh – blocks Candida albicans tRNA 2'-phosphotransferase; recombinant caTPT1, FP RNA substrate dephosphorylation; inhibition, % at 5 µM; 300,000 compounds, 0.81% hits; AID 1962;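 active means inhibition above the mean of all tested compounds plus 3 SD, set per screening campaign, cut at about 24% in these data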;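 further: plate controls were DMSO alone for no effect and ferristatin control at 100 nM for full effect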
CTSL1 counter – cathepsin L1 inhibition, PFM18AAP counter-screen | recombinant F. hepatica cathepsin L1, Z-Leu-Arg-MCA fluorescence | inhibition, % at 5.96 µM | 300,000 compounds, 0.49% hits;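 active means inhibition above the mean of all tested compounds plus 3 SD, set per screening campaign, cut at about 17% in these data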;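 further: 0% = plate median of test compound wells and 100% = 1 µM Z-Phe-Ala-diazomethylketone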
GASC-1 inh – human JMJD2C demethylase inhibition. GST-JMJD2C(1-420) H3K9me3 demethylation, DELFIA europium. 330,000 compounds, 0.069% hits. Q9H3R0. inhibition, % at 2.35 µM;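 active means more than half of a compound's replicate wells show inhibition beyond 50%, single wells judged on their own value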;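 further: signal counts dimethyl H3K9 product captured on neutravidin plate; 0% = median of DMSO wells and 100% = 0.3 times that DMSO median; strong numbers were not always called active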
PP1 counter – blocks human PP1-alpha phosphatase, a PP5 counter-screen; inhibition, % at 6.7 µM; P62136; purified PP1alpha, OMFP fluorescence; 320,000 compounds, 0.9% hits;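 active means inhibition above the mean inhibition of all tested compounds plus 3 SD, computed separately for each screening campaign, cut at about 15% in these data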
Target sequence (P62136 whole entry, looked up): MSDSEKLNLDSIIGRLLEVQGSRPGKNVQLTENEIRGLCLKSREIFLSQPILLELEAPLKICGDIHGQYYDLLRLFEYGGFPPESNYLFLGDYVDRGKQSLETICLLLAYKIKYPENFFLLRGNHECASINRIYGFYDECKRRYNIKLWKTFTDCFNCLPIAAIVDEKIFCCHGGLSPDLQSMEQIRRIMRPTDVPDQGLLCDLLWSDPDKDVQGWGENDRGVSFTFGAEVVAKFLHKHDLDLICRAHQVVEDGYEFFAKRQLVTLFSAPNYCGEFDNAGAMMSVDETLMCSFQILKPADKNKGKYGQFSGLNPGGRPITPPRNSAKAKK
LYPLA2 inh – LYPLA2 (human) inhibition in PME1 counter-screen | O95372 | recombinant LYPLA2, FP-Rh probe fluorescence polarization | inhibition, % at 5.9 µM | 320,000 compounds, 0.38% hits | AID 2177;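 active means inhibition above the screen-wide mean plus 3 SD, limit set per campaign, cut at about 26% in these data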;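 further: 0% = LYPLA2 with DMSO and 100% = wells lacking LYPLA2 enzyme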
An asterisk follows results filed as active; / = not tested or not shown. The list is partial; rates above refer to the full screens.

The first 2 compounds, ahead of the listing:
Value order: GASC-1 inh, Efflux pump mplx, PP5 primary, TPT1 inh, HCV core dimer, PREPL inh, PP1 counter, LYPLA2 inh, CTSL1 counter
1. COC(=O)N/N=C(\C)c1ccc2ccccc2c1OC(F)F
→ -9, 0.0, 1.5, 1, 2, -14, 4, -2, -2
2. Cc1nc(C)c(C(=O)OC(C)C(=O)Nc2ccc(F)cc2)s1 (stereo not given)
→ /, -0.1, 1.1, /, /, 3, -3, 0, /

The whole of this part, repeating the preview:
Value order: GASC-1 inh, Efflux pump mplx, PP5 primary, TPT1 inh, HCV core dimer, PREPL inh, PP1 counter, LYPLA2 inh, CTSL1 counter
1. COC(=O)N/N=C(\C)c1ccc2ccccc2c1OC(F)F
→ -9, 0.0, 1.5, 1, 2, -14, 4, -2, -2
2. Cc1nc(C)c(C(=O)OC(C)C(=O)Nc2ccc(F)cc2)s1 (stereo not given)
→ /, -0.1, 1.1, /, /, 3, -3, 0, /
3. Cc1ccc(C(=O)c2ccccc2C(=O)OCC(=O)Nc2ccc(SC(F)F)cc2)cc1
→ 5, 0.0, -1.7, -9, -3, -13, -1, -34, 3
4. COc1ccc(C(=O)CC(=O)C(=O)Nc2ccccc2Cl)cc1
→ 6, -0.1, 1.2, 2, 7, 1, 6, 0, 4
5. Cc1cccc(CN(CC(=O)N/N=C/c2cccs2)S(=O)(=O)c2ccc(Cl)cc2)c1
→ 4, 0.4, 3.8, -5, 14, -39, 5, -46, 1
6. CC1CCCN(C(C(=O)Nc2ccc(C(C)C)cc2)c2ccc3c(c2)OCO3)C1 (stereo not given)
→ 1, 0.0, 4.8, -1, 15, -4, 5, -1, -6
7. c1ccc(Nc2ccc(-n3ccnc3)nn2)cc1
→ -7, 0.1, 0.4, 7, 4, 15, -2, 0, 1
8. N#CCOC(=O)/C=C/c1ccc2c(c1)OCO2
→ -5, 0.0, -0.4, 3, -1, 6, -1, 6, 4
9. CCOc1ccc(N2C(=O)CC(N(CCc3ccccc3)C(=O)/C=C/C(=O)O)C2=O)cc1 (stereo not given)
→ 5, 0.0, 2.6, -4, -2, -7, -2, -4, -2
10. CCCCCCC1CC(CC(=O)Nc2ccc([N+](=O)[O-])cc2)C(=O)O1 (stereo not given)
→ -14, 0.1, 7.0, -1, 6, -12, 6, 34*, 4
11. CCN(CC(=O)NC1CCS(=O)(=O)C1)c1nc(-c2cccnc2)nc2ccccc12 (stereo not given)
→ 18, 0.1, -1.1, 6, 0, 23, -1, 9, 2
12. COc1ccc(NC(=O)CN(C)C(=O)c2cccc(S(=O)(=O)Nc3ccc(F)cc3)c2)cc1
→ -7, -0.1, 1.2, /, /, 13, -1, 7, /
13. O=C(O)C1C2C=CC(C2)C1C(=O)N1CCN(CCO)CC1 (stereo not given)
→ 34, 0.0, 0.1, -1, 1, -4, -6, 7, -1
14. Cn1nnnc1SCC(=O)Nc1cccc(S(=O)(=O)N2CCCC2)c1
→ 1, 0.0, -2.3, -3, 1, -12, -1, -4, 0
15. COc1ccc(OC)c(C(=O)c2ccc(C(=O)Nc3cccc4ccccc34)cc2)c1
→ 6, 0.4, 4.3, 5, 11, -4, 2, 21, 0
16. COc1cccc(NC(=O)Cn2nnc(C(=O)NCc3cccs3)c2N)c1
→ 3, -0.1, 2.5, -1, 2, -13, -1, 8, -2
17. Cc1cccc(NC(=O)c2ccccc2O)c1C
→ -6, 0.0, 2.9, -1, 2, -1, 2, -1, 2
18. CC(C)(C)c1nc(SCC(=O)Nc2nc3c(s2)CCCC3)c2ccccc2n1
→ -5, 0.2, 1.9, -4, 1, 9, -5, -3, 2
19. COc1cc(OC)cc(-c2cc(NC(C)=O)n[nH]2)c1
→ 5, 0.0, 0.6, -2, 1, -4, 1, 5, 3
20. COc1cccc(C(=O)Nc2ccc(NC(=O)C3CCCCC3C(=O)O)cc2)c1 (stereo not given)
→ -2, -0.3, 0.7, 0, 6, 3, -4, -2, -4
21. CCSc1nc(N)c2c3c(sc2n1)CCC3
→ -56, -0.2, 0.6, -1, -1, 4, -1, -5, 15
22. CCOC(=O)C1=C(C)NC2(O)c3ccccc3C(=O)C12O (stereo not given)
→ 10, -0.1, 7.1, 2, -30, 2, -6, 2, -3
23. O=Cc1c(-c2ccccc2)nc2ccccn12
→ -2, 0.0, -2.8, -2, 2, 0, 0, -1, 6
24. CC(C)(C)NC(=O)COC(=O)c1cc(S(=O)(=O)N2CCCCC2)ccc1N1CCOCC1
→ -1, -0.1, 1.9, 3, -1, -2, -3, -1, 0
25. CCN(CC)S(=O)(=O)c1cccc(C(=O)NCC2CCCCC2)c1
→ 17, 0.0, 1.2, -3, 0, -2, 0, 4, -3
26. COc1ccc(N(C)S(=O)(=O)c2ccc(Cl)c(C(=O)NCC(C)(C)N3CCOCC3)c2)cc1
→ 4, 0.2, 1.5, /, /, 0, -1, -6, /
27. COc1ccc(C(=O)N2CCN(CCNC(=O)C(=O)Nc3ccc(Br)cc3)CC2)cc1
→ -4, 0.2, -1.7, -2, 11, -2, -5, -1, 2
28. CN(C)S(=O)(=O)N1CCN(S(=O)(=O)c2ccc(F)cc2)CC1
→ 0, 0.0, 0.1, -2, -1, -8, -2, 3, 0
29. CC(=O)NC(=O)COC(=O)c1ccc2ncsc2c1
→ -16, 0.1, 0.0, 1, -1, 5, 7, -1, -6
30. CCOC(=O)C1CCCN(c2ncnc3c2cnn3-c2ccc(Cl)cc2)C1 (stereo not given)
→ -16, -0.1, 4.3, 0, -3, 14, 1, 2, 0

(listing goes on)
Value order: GASC-1 inh, Efflux pump mplx, PP5 primary, TPT1 inh, HCV core dimer, PREPL inh, PP1 counter, LYPLA2 inh, CTSL1 counter
31. O=C(COc1ccc(Cl)cc1)NNC(=O)c1ccc2c(=O)n3c(nc2c1)CCC3
→ 1, -0.1, 0.3, 0, -3, 0, -4, -2, -10
32. Cc1cc2cc(CNS(=O)(=O)N(C)C)ccc2[nH]1
→ -29, 0.0, -0.7, 2, 6, 10, -2, 0, 0
33. N#CCC(=O)Nc1ncc(Cc2ccccc2Cl)s1
→ 11, 0.0, 3.1, 7, -4, 17, 3, -7, 2
34. O=C1OC(NC(=O)c2ccccc2)C(n2cc(CO)nn2)=C1Cl (stereo not given)
→ -22, 0.4, -2.8, 3, -47, 10, 1, -3, 0
35. O=[N+]([O-])c1ccccc1S(=O)(=O)NCCSc1ccccc1
→ 18, -0.1, 4.1, -5, -1, -11, 1, 3, -1
36. Cc1ccc(S(=O)(=O)Nc2nc3ccccc3s2)cc1
→ 8, 0.0, 2.5, -3, 6, -7, 4, 1, -4
37. COc1ccc(C2=CC(=O)N(Nc3ccccc3)C2=O)cc1
→ 3, 0.0, 1.0, -4, 9, -6, -1, -1, -4
38. O=C(CSc1nnnn1-c1ccccc1)N1CCc2ccccc2C1
→ 6, -0.1, 0.6, -7, 8, -16, -1, 2, 1
39. Nc1ccc(C(=O)OCc2nc3ccccc3s2)cc1
→ 9, 0.1, 0.0, 5, 0, -2, -4, 5, -3
40. CCCN1C2CCCC1CC(NC(=O)c1ccccc1OC)C2 (stereo not given)
→ 10, -0.1, -1.2, -4, -12, 8, 1, 3, 2
41. Oc1ccc(O)c2c1C1c3ccccc3C2c2ccccc21
→ 2, 0.1, 4.7, -2, -10, -2, 0, 2, -2
42. Cc1cc(NC(=O)CCCC(=O)NCc2ccccc2)no1
→ 7, -0.2, -0.9, -6, 3, -4, -2, 2, 1
43. Cc1ccc(S(=O)(=O)N(C)C)cc1NC(=O)COC(=O)/C=C/c1ccc(F)cc1
→ 0, 0.1, 0.3, 0, 0, -1, -7, 7, 1
44. Cc1ccc(/C(N)=N/OC(=O)c2ccc3c(c2)OCO3)cc1
→ -4, 0.1, 1.9, 3, 1, -2, -1, 3, -3
45. COc1ccc(N2CCN(CCCNC(=O)C3(S(=O)(=O)c4ccc(Cl)cc4)CC3)CC2)cc1
→ 11, 0.0, 0.0, -5, 3, 40, -4, 22, 3
46. COc1ccc(N/C=C\C(=O)c2ccc3c(c2)OCO3)cc1OC
→ 0, -0.2, 1.0, 4, -12, 11, 2, 5, 2
47. Cc1ccccc1NC(=O)Cn1c(=O)sc2ccccc21
→ 15, -0.1, -0.4, 3, -1, 8, -4, 3, 9
48. COc1cccc(CNC(=O)c2cccc(Br)c2)c1
→ 4, 0.3, -2.2, 2, 6, -7, -1, 2, -5
49. O=C(CCc1ccccc1)NNC(=O)c1ccccc1Br
→ -3, 0.2, 2.1, -4, 6, -1, -1, 2, -1
50. CCOc1ccc(N2C(=O)c3ccccc3NC2(C)CC)cc1 (stereo not given)
→ -2, 0.0, -0.7, /, /, 7, 0, 2, /
51. COc1cc(Nc2cc(C)nc3ncnn23)cc(OC)c1
→ -14, -0.1, -0.7, 3, -5, 9, 2, 0, -2
52. Cc1cccc(C)c1NC(=O)CNC(=O)c1c(C)nn(-c2ccccc2)c1C
→ 2, 0.0, 0.1, 3, -2, 8, -3, 0, 0
53. CC1CC(C)CN(CCOc2ccc(Cl)cc2Cl)C1 (stereo not given)
→ 4, 0.0, 1.7, 4, -8, 0, 2, -8, -1
54. CSC1=NCCN1C(=O)c1ccco1
→ 11, 0.1, 2.5, -4, 1, 1, -5, 0, 2
55. Cc1ccc2sc(N(CCCN(C)C)C(=O)c3ccc(S(=O)(=O)N4CCOCC4)cc3)nc2c1C
→ 9, 0.0, 0.5, -2, -1, -6, -1, 5, 5
56. CC(C)(C)n1ncc2c(=O)n(CC(=O)N3CCCC3)cnc21
→ 28, 0.1, -2.4, 0, -1, 9, -3, 2, 5
57. O=C(/C=C/c1cccc([N+](=O)[O-])c1)NCc1ccco1
→ 6, 0.1, -0.5, 2, 6, -2, -2, 2, -2
58. Cc1c(C(=O)NCCc2ccc(Cl)cc2)sc2nc3n(c(=O)c12)CCC3
→ -7, 0.2, 1.4, 1, -6, 37, 0, 1, -1
59. COc1ccc(/C=N/NC(=O)CN(C)S(=O)(=O)c2ccc(NC(C)=O)cc2)cc1
→ 7, 0.0, 1.1, 0, -3, 9, -4, -1, 3
60. CC(=O)Nc1ccc(N2C(=O)CSC2c2ccccc2)cc1 (stereo not given)
→ -4, 0.1, 1.5, -2, -1, -15, -2, 2, 3
61. O=c1[nH]c(=O)n(Cc2ccco2)c2c1C(C(F)(F)F)(C(F)(F)F)N=C(CCC1CCCCC1)N2
→ 4, -0.3, -0.4, 1, 6, 1, -1, -7, 0
62. CC1(C)C2CCC(C2)C1(C)N=C1OC(CCl)CS1 (stereo not given)
→ 3, 0.0, -2.3, -2, 2, 2, -1, 0, 2
63. CCc1cc2c(NCCC(=O)O)ncnc2s1
→ 3, -0.1, 0.8, 2, -7, -3, -4, 7, -4

Assay outcomes deposited in PubChem BioAssay by several laboratories.
